Runt-CBFb FRET: inhibitors of human RUNX1 Runt domain binding to CBFb | Q01196+Q13951 | Cerulean-Runt/Venus-CBFb FRET ratio 530/480, 1 h | inhibition, % at 20 µM | actives 0.46% (n = 220,000);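 active = inhibition over about 50% at 20 µM in the single-dose screen, limit read from the data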;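 note: 0% = DMSO wells and 100% = excess unlabeled CBFb competitor control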
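test system = Cerulean-Runt domain fusion protein, energy donor | probe or stimulus = Venus-CBFb binding partner, 100 nM | incubation = two 1 h room-temperature incubations shielded from light | detection = fluorescence energy transfer, 422 nm excitation, 530/480 nm emission | measure = loss of energy transfer signal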
NPY Y1 blocker: antagonists of human neuropeptide Y receptor Y1; P25929; inhibition, % at 3.6 µM; HEK293-CNG Y1 cells, membrane potential fluorescence; NPY at EC95, then isoproterenol; actives 1% (n = 200,000);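 active = inhibition above the campaign mean inhibition of all tested compounds plus 3 SD, cut at about 20% in these data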;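 note: 0% = DMSO wells given NPY plus isoproterenol and 100% = isoproterenol alone without NPY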
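Test system: HEK293 cells co-expressing NPY Y1 receptor and cyclic-nucleotide gated channel; Also added: NPY (25 nM), isoproterenol (1 µM), Ro 20-1724 (25 µM); Compound dosing: one concentration, 3.6 µM, in 0.4% DMSO; Timing: dye 3 h, compound 60 min room temperature, stimulation 45 min; Technique: Membrane-potential fluorescent dye readout.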
S1P4 antagonist: blocks the human S1P4 receptor; actives 0.26% (n = 220,000); S1P4-expressing cells, antagonist mode, reporter read-out; AID 1510; inhibition, % at 4.98 µM; O95977; in the data active = inhibition above about 29%;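 note: 0% = wells stimulated with agonist and 100% = vehicle wells without agonist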
Target sequence (O95977 whole entry, looked up): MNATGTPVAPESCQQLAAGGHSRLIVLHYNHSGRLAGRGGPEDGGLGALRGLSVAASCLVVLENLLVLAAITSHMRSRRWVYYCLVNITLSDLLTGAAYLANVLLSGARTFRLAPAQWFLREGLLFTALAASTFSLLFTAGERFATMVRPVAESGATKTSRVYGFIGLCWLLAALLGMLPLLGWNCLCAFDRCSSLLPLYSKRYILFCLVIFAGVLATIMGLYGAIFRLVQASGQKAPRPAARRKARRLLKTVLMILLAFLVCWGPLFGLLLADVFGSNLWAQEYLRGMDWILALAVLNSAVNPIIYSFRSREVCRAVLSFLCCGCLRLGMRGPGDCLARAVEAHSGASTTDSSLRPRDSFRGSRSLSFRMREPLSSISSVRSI
NPY-Y1 PAM-ag: potentiators or agonists of human neuropeptide Y receptor Y1; P25929; activation, % at 3.6 µM; NPY-Y1 expressing cells, potentiator/agonist activation; actives 0.37% (n = 220,000); in the data active = activation above about 33%, passing the limit was not always enough;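 note: cells stimulated with NPY at EC10 then isoproterenol at EC100; 0% = low agonist plus stimulus and 100% = saturating agonist plus stimulus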
NPY-Y2 PAM-ag: potentiates or activates human NPY-Y2 receptor. P49146. cells expressing NPY-Y2, potentiator/agonist read-out. activation, % at 3.6 µM. actives 0.45% (n = 220,000). AID 1359; in the data active = activation above about 27%;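 note: cells stimulated with NPY near EC25 plus isoproterenol at EC100; 0% = vehicle plus submaximal agonist and 100% = vehicle plus saturating agonist; some results beyond the cut were filed as inactive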
Target sequence (P49146 whole entry, looked up): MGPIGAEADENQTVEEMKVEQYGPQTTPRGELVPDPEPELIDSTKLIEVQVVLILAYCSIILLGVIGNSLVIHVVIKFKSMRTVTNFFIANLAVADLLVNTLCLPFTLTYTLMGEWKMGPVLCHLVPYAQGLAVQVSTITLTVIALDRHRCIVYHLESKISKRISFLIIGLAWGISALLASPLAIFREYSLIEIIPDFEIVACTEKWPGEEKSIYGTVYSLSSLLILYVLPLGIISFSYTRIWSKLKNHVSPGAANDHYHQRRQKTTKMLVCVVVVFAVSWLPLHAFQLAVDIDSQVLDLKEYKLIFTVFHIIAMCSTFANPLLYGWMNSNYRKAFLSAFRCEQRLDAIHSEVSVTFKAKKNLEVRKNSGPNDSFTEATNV
BaF3 parental: reduces parental Ba/F3 cell viability, JAK2V617F counter-screen; actives 1.1% (n = 220,000); CellTiter-Glo ATP luminescence; inhibition, % at 5.6 µM;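 active = inhibition above a per-campaign cutoff, the mean inhibition of all tested compounds plus 3 SD, cut at about 27% in these data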;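 note: 0% = DMSO wells and 100% = JAK Inhibitor I control wells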
RBBP9 inhibitor: human RBBP9 hydrolase inhibition; inhibition, % at 7.94 µM; recombinant RBBP9, FP-Rh probe fluorescence polarization; actives 0.2% (n = 220,000); O75884; AID 1515;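 active = inhibition above the campaign mean of all tested compounds plus 3 SD, cut at about 14% in these data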;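 note: plate controls were DMSO wells with RBBP9 for no effect and wells lacking RBBP9 protein for full effect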
Target sequence (O75884 whole entry, looked up): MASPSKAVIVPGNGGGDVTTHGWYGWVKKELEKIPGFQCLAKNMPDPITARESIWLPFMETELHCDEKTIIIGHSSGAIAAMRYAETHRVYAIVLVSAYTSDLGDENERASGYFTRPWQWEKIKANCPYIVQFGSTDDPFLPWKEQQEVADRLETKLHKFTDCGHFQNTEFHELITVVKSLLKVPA
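System: RBBP9 protein | Quantity: 2.5 µM RBBP9 dispensing solution, before mixing | Reagent: FP-Rh probe, 375 nM dispensing solution | Timing: Enzyme-compound preincubation 30 min, then probe labeling 45 min, 25 °C | Measured by: Fluorescence polarization | Read-out: % inhibition | Replication: One well per compound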
S1P4 agonist: human S1P4 receptor agonism; O95977; S1P4-expressing cell line, agonist reporter assay; activation, % at 4.98 µM; actives 0.35% (n = 220,000); AID 1509; in the data active = activation above about 11%;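 note: 0% = DMSO vehicle and 100% = reference agonist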
Ba/F3 V617F tox: reduce viability of Ba/F3 cells dependent on JAK2V617F | AID 1446 | actives 1.1% (n = 220,000) | Ba/F3 EpoR-JAK2V617F viability, ATP luminescence | inhibition, % at 5.6 µM;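 active = inhibition above the campaign mean plus 3 SD over all tested compounds, cut at about 24% in these data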;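 note: cytokine-independent growth of Ba/F3 cells driven by EpoR plus mutant JAK2; 0% = DMSO-treated cells and 100% = JAK inhibitor I control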
Active calls of the source: *; x = no result given.

SMILES	Runt-CBFb FRET	NPY Y1 blocker	S1P4 antagonist	NPY-Y1 PAM-ag	NPY-Y2 PAM-ag	BaF3 parental	RBBP9 inhibitor	S1P4 agonist	Ba/F3 V617F tox
COCCn1c(SCC(=O)NCc2cccs2)nnc1-c1ccc(OC)cc1	-0.3	6.0	1.6	-19.2	-8.0	9.2	-3.1	0.3	4.4
Cc1nnc(SCC(=O)N2c3ccccc3Sc3ccccc32)n1N	2.2	-0.6	21.4	6.7	9.6	6.9	3.4	-1.1	-2.0
COc1cccc(CNC(=O)Cn2nc(-c3ccc(Cl)cc3)ccc2=O)c1	-3.0	8.7	-9.6	-22.9	-26.9	1.8	-2.8	-4.7	1.3
CN(C)Cc1nc2c(c(=O)[nH]1)C1(CCCCC1)Cc1ccccc1-2	-0.7	8.0	1.6	-12.7	-17.4	3.9	-4.7	2.5	0.1
COc1nccnc1NS(=O)(=O)c1ccc(N=Cc2c(C)[nH]n(-c3ccc(Cl)cc3)c2=O)cc1	-0.5	2.1	-3.0	-13.7	15.3	4.5	-8.0	1.0	-1.0
Cc1cn2c(nc1=O)OC1C(O)C(COC(=O)c3ccccc3)OC12 (configuration not stated)	2.1	-2.0	-17.3	-0.2	2.6	7.1	-4.6	-1.1	-4.4
S=C(Sc1ccc(Cl)cc1)Sc1ccc(Cl)cc1	19.4	x	8.9	31.6	-7.0	2.1	-2.7	-0.6	0.7
COc1ccc(C(C)NC(=O)c2cccc([N+](=O)[O-])c2)cc1OC (configuration not stated)	-2.1	-6.6	12.9	12.2	9.3	-0.9	5.1	-0.3	-2.8
CC(=O)N1CCC2(CC1)C/C(=N\NC(=S)Nc1ccccc1C)c1cc(O)ccc1O2	10.8	0.7	-0.4	-14.7	9.8	5.0	-6.0	2.2	1.1
CCOC(=O)c1c(NC(=O)CN2CCCCC2)sc2c1CCCC2O (configuration not stated)	-1.5	6.9	-26.0	-25.8	-14.4	8.5	-5.7	0.4	-0.4
C/C(=N\NC(=S)Nc1ccc(C(C)C)cc1)c1ccc2c(c1)OCO2	12.0	7.8	-1.0	1.0	2.4	3.9	-2.0	2.0	-0.8
O=C(c1ccccc1)c1nnc(-c2ccncc2)o1	-0.1	1.6	-16.5	0.9	10.2	3.4	-7.3	1.0	-3.2
COc1ccc(/C=C/C(=O)c2cc(F)ccc2OC(=O)c2ccccc2OC)cc1OC	x	16.6	47.4*	-14.6	-8.8	10.1	-15.2	0.7	3.1
CC(C)c1nnc(NC(=O)c2cccs2)s1	0.3	-1.9	-18.9	10.7	6.7	2.2	-5.1	2.0	2.9
CC1CCCCN1C(=S)NCCc1ccccc1 (configuration not stated)	1.7	-4.9	6.7	5.1	-7.9	5.5	-1.2	0.4	2.8
CCn1c(CNC(=O)c2ccc(OC)c(OC)c2)nnc1SCC(=O)Nc1ccccc1	-2.9	-2.2	8.4	-4.7	7.2	4.2	9.1	21.5*	-1.1
Cc1ccc(-c2[nH]c3ccccc3c2C(C[N+](=O)[O-])c2ccco2)cc1 (configuration not stated)	-4.8	4.7	5.7	-27.6	2.8	3.3	-6.8	3.0	0.2
Cc1ccc(-c2cc(C(=O)Nc3cccnc3)c3ccccc3n2)o1	28.0	-3.5	5.0	-36.4	-31.0	1.3	2.0	-1.2	-2.2
COc1ccc(-c2cc3ccc(OCc4nn[nH]n4)cc3oc2=O)cc1	7.0	3.3	6.5	8.1	19.4	-1.1	-1.1	1.4	-6.1
O=C1CN(C(=O)c2ccccc2)c2ccccc2N1	1.8	1.0	-12.9	-24.2	-11.0	1.7	-11.2	1.2	1.3
Cc1cccc(NC(=O)CSCc2c(C)noc2C)c1C	-1.5	1.1	3.3	7.6	7.5	1.9	-4.7	-0.6	-0.2
CC(=O)Nc1ccc(C(=O)OCC(=O)NC(=O)NC2CCCCC2)cc1	0.4	3.7	-16.4	-8.2	0.3	-1.8	-7.9	0.1	-3.4
C=CCOc1cccc(/C=N/NC(=O)CN(c2cc(Cl)ccc2OC)S(=O)(=O)c2ccc(C)c([N+](=O)[O-])c2)c1	2.6	5.7	-20.0	-32.7	11.1	3.6	-7.5	-1.1	-1.0
Cc1c(-c2nnc(SCC(=O)O)n2-c2ccccc2Br)nnn1-c1ccccc1	-1.0	7.4	-28.5	1.7	9.6	3.4	-6.2	1.1	3.2
COc1ccc(OCCOCCN2CCc3ccccc3C2)cc1	2.5	15.5	11.1	-21.1	-10.9	7.7	-2.9	-0.3	4.0
O=C(Nc1cccc(C(F)(F)F)c1)c1scc2c1OCCO2	5.2	0.1	-14.6	18.6	-11.7	5.7	1.6	3.0	-0.3
COCCNC(=O)c1ccc2c(c1)NC(=O)CS2	-2.2	-1.4	-6.1	11.4	17.6	0.0	-3.0	0.1	-6.0
CCCCNC(=O)/C(C#N)=c1\s/c(=C\c2ccccc2OC(F)F)c(=O)n1CCCOC	-5.1	1.4	-15.2	-10.3	-2.4	6.2	-2.6	0.4	-1.5
O=C(CO/N=C/c1cccc([N+](=O)[O-])c1)NC1CCCCCC1	-2.4	11.8	-2.5	-8.1	-1.3	3.6	-0.8	-0.2	-3.9
CC(C)OC(=O)CSc1nnc(-c2cnccn2)n1Cc1ccco1	3.2	0.1	-12.2	12.2	1.3	1.1	3.8	2.1	-6.7
Cc1ccc(C)c(NC(=O)CN(C)C(=O)c2nn(C)c(=O)c3ccccc23)c1	-0.9	-1.9	4.6	-20.3	-4.6	6.0	0.9	1.3	0.9
O=C(Nc1cccs1)Nc1c(F)c(F)c(F)c(F)c1F	6.3	-0.8	-30.9	-1.2	3.8	52.0*	-4.3	1.7	42.6*
O=C(CCC(=O)N(CC(=O)NC1CCCC1)C1CCCC1)Nc1ccccn1	-2.2	3.8	-8.0	-7.7	-10.7	2.9	-2.0	1.7	1.3
CCCCc1cc(=O)oc2cc(OCc3nn[nH]n3)c(Cl)cc12	-3.8	16.5	0.9	-21.7	-28.1	3.3	-7.0	2.0	1.2
COC(=O)c1ccc(CNC(=O)/C=C/c2cc([N+](=O)[O-])ccc2OC(F)F)cc1	-3.1	9.9	-15.2	-17.0	-4.3	3.2	-8.2	1.2	-0.7
CSCCC(NC(=O)c1ccc([N+](=O)[O-])cc1Cl)C(=O)OCC(=O)NC1CCCC(C)C1C (configuration not stated)	-3.9	1.4	-25.4	-0.5	9.7	1.6	-11.8	-1.1	2.1
Cc1c(C(=O)NCCCc2ccccc2)cccc1[N+](=O)[O-]	0.2	2.7	-6.7	10.8	2.5	5.6	-5.1	3.1	-1.9
CCOC(=O)N1CCN(c2ccc(C(=O)c3ccccc3)cc2F)CC1	-3.1	-3.2	-5.5	-2.7	-11.6	1.3	-0.9	-1.9	-2.8
COC(=O)c1ccc(/C=N\NC(=O)c2ccc(C)cc2Cl)cc1	2.0	3.6	-10.8	-17.1	-3.0	8.1	-7.3	-1.2	-1.8
Cc1ccc(C2C(C#N)=C(N)N(c3cccnc3)C3=C2C(=O)CCC3)s1 (configuration not stated)	6.6	3.1	-9.8	9.6	-3.1	3.9	-8.4	0.9	-1.3

Printed as active in S1P4 agonist, of those listed so far:
mol	Runt-CBFb FRET	NPY Y1 blocker	S1P4 antagonist	NPY-Y1 PAM-ag	NPY-Y2 PAM-ag	RBBP9 inhibitor	S1P4 agonist
CCn1c(CNC(=O)c2ccc(OC)c(OC)c2)nnc1SCC(=O)Nc1ccccc1	-2.9	-2.2	8.4	-4.7	7.2	9.1	21.5*

Next part.
SMILES	Runt-CBFb FRET	NPY Y1 blocker	S1P4 antagonist	NPY-Y1 PAM-ag	NPY-Y2 PAM-ag	BaF3 parental	RBBP9 inhibitor	S1P4 agonist	Ba/F3 V617F tox
COc1ccc(CNC(=O)c2cc3c(C)nc4ccccc4c3o2)c(OC)c1	2.3	5.3	-14.0	12.3	20.4	7.4	-11.6	2.5	4.9
CC(=O)c1sc(NS(=O)(=O)c2ccc(C)cc2)nc1C	x	-1.8	0.0	-6.2	9.2	4.2	-13.6	2.3	2.5
CCCCn1c(Oc2ccc(C(=O)OC)cc2)nc2c1c(=O)n(C)c(=O)n2C	-4.3	-3.4	-35.7	4.0	3.6	5.0	-7.7	1.7	3.4
COc1ccc(Nc2cc(C(=O)NCCCN3CCOCC3)c3ccccc3n2)c(OC)c1	-1.2	-5.0	-6.8	10.4	9.1	0.3	-1.2	4.1	-2.3
CC(=O)Nc1ccc(S(=O)(=O)N2CCSC2c2ccco2)cc1 (configuration not stated)	3.5	-2.2	6.6	2.3	9.6	6.3	-4.5	0.2	-1.4
O=C(O)c1nc(N2CCCCC2)ncc1Cl	-0.4	1.8	-4.6	-15.2	1.7	1.4	6.4	-2.7	-3.6
O=C(Cc1ccccc1[N+](=O)[O-])NCCCN1CCOCC1	0.5	-3.1	1.1	-6.4	-9.6	7.8	-4.8	-0.6	1.8
CCn1c(SCc2ccc(C(=O)OC)o2)nc2sc3c(c2c1=O)CCCC3	2.5	4.8	22.4	-41.3	-10.0	5.7	-15.5	-2.7	2.5
CCn1c(SCC(=O)C(C)(C)C)nnc1-c1cnccn1	-0.5	-2.6	-2.7	2.7	-5.5	2.0	-0.5	2.0	-1.6
CC1=C(C(=O)O)N2C(=O)[C@@H](NC(=O)[C@H](N)c3ccccc3)[C@H]2SC1	3.9	-3.6	2.6	-6.4	-5.1	-2.4	-6.1	0.9	-3.8
COC(=O)Nc1sc2c(c1C(N)=O)CCCCCC2	32.6	2.9	0.4	-10.8	-11.2	6.7	4.6	1.2	2.2
Cc1ccc2c3c(cccc13)-c1ccccc1C2=O	19.2	17.4	-1.5	0.1	3.8	6.3	-6.2	1.2	0.2
CCc1ccc(C(=O)COC(=O)CNC(=O)CNC(=O)Cc2ccccc2)cc1	-1.8	-11.0	-9.8	4.1	16.2	1.3	4.7	-1.1	-4.2
Cc1cc(C(=O)Nc2ccc3c(c2)OCO3)cs1	-0.7	2.1	-4.2	4.5	-2.4	4.0	-11.2	1.3	4.6
CCn1c(SCC(=O)Nc2ccc(C(C)=O)cc2)nc2nc3c(cc2c1=O)COC(C)(C)C3	-0.7	x	11.5	-10.8	-6.4	-4.1	-1.7	-1.8	-0.8
O=C(N/N=C1\CCS(=O)(=O)c2ccc(F)cc21)c1ccc([N+](=O)[O-])cc1	0.2	x	-17.1	22.2	11.1	-5.8	-7.6	1.1	-0.2
O=C(NCc1cccs1)c1ccc(Cl)s1	-0.8	-1.8	-5.2	6.8	0.4	2.9	-2.4	1.6	0.2
Cc1ncc(CO)c2cc(-c3nnc(Nc4ccc5c(c4)OCO5)s3)c(=O)oc12	-1.1	x	18.7	10.5	6.6	-5.7	-7.5	-1.0	1.6
O=C(CSc1ncn[nH]1)c1ccc2c(c1)OCCO2	1.0	8.5	-16.0	-4.1	-15.0	5.4	-9.4	-0.2	-2.9
Cc1ccc(C2C(C#N)=C(N)SC(N)=C2C#N)c(C)c1	9.8	-1.8	-8.4	4.1	-10.9	13.5	-3.0	4.4	7.3
CC(C)CNC(=O)CSc1ccc(Cl)cc1	0.3	-1.4	-2.6	3.5	-8.1	0.3	5.5	0.0	-3.4
